Screening results: PubChem, The Scripps Research Institute Molecular Screening Center
Tn7 DDE FP – DD(E)-Tn7 binding inhibition, primary FP screen. P02675. FP displacement of FITC-Tn7 peptide from fibrin DD(E); 0% = median of compound wells per plate. inhibition, % at 8.3 µM. 370,000 tested, 0.13% active. AID 720508;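 active = inhibition above the mean of compounds falling within the control limits plus 3 SD of them, cut at about 14% in these data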;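 note: 0% = plate median of compound wells and 100% = 10 µM Aha-Tn7 peptide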
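assay system = human clot-derived fibrin DD(E) complex | quantity = Fibrin-DD(E) at 2 µM final | timing = 10 min preincubation, 3 h with tracer, room temperature | signal = fluorescence polarization | measure = percent inhibition | benchmarks = high control wells with 10 µM unlabelled Aha-Tn7 peptide (full inhibition) | replicates = singlicate testing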
TCR CD3 inh – inhibitors of human TCR-CD3 interaction. TAMRA-labeled TCR probe fluorescence, biochemical. inhibition, % at 9.4 µM. 360,000 tested, 0.37% active; in the data active = inhibition above about 19%;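 note: recombinant mutant TCR 2C K166C tagged with TAMRA read by polarization; 0% = receptor in buffer alone and 100% = receptor with positive control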
LEDGF integ inh – blocks HIV-1 LEDGF/p75-dependent DNA integration; TR-FRET IN-LEDGF/p75 DNA integration, Eu/Cy5; AID 743269; inhibition, % at 3.7 µM; 370,000 tested, 0.64% active;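 active = inhibition above the screen-wide mean plus 3 SD, cut at about 13% in these data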;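 note: signal is the Cy5 over europium emission ratio at 671 and 618 nm; 0% = plate median of compound wells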
UHRF1 binding – human UHRF1 methylated DNA binding inhibitors. Q96T88. AID 687016. 370,000 tested, 0.75% active. UHRF1 binding to methylated oligo, TR-FRET. inhibition, % at 4.4 µM; in the data active = inhibition above about 21%;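 note: UHRF1 SRA domain binding a hemimethylated CpG hairpin DNA probe; 0% = median of test compound wells and 100% = reference inhibitor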
MBD2 inh – blocks human MBD2 binding to methylated DNA; TR-FRET, MBD2 binding to methylated oligonucleotide; AID 686964; Q9UBB5; inhibition, % at 4.4 µM; 370,000 tested, 0.31% active; in the data active = inhibition above about 13%
TDP2 inh – blocks human TDP2 phosphodiesterase activity; 370,000 tested, 0.34% active; inhibition, % at 12.8 µM; AID 720702; recombinant TDP2, T5PNP hydrolysis, p-nitrophenol absorbance 415 nm; O95551;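 active = inhibition above the mean of all tested compounds plus 3 SD, set per campaign, cut at about 25% in these data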;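 note: 0% = DMSO with enzyme and 100% = buffer with substrate but no TDP2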
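System: recombinant human TDP2 / Amount: 120 nM TDP2 per well / Also added: 5 mM T5PNP chromogenic substrate / Doses: 12.8 µM single point, 1% DMSO / Incubation: 2 h at 37 °C / Detection: p-Nitrophenol epi absorbance / Evaluation: % inhibition relative to enzyme-containing and enzyme-free wells / Repeats: singlicate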
SIAE primary – human SIAE inhibition, primary screen; Q9HAT2; SIAE FP-Rh probe binding, fluorescence polarization; inhibition, % at 9.66 µM; 370,000 tested, 0.69% active;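 active = inhibition above a cutoff: mean of compounds within the control limits plus 3 SD of those, cut at about 17% in these data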;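 note: 0% = plate median of compound wells and 100% = probe without SIAE protein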
Target sequence (Q9HAT2 whole entry, looked up): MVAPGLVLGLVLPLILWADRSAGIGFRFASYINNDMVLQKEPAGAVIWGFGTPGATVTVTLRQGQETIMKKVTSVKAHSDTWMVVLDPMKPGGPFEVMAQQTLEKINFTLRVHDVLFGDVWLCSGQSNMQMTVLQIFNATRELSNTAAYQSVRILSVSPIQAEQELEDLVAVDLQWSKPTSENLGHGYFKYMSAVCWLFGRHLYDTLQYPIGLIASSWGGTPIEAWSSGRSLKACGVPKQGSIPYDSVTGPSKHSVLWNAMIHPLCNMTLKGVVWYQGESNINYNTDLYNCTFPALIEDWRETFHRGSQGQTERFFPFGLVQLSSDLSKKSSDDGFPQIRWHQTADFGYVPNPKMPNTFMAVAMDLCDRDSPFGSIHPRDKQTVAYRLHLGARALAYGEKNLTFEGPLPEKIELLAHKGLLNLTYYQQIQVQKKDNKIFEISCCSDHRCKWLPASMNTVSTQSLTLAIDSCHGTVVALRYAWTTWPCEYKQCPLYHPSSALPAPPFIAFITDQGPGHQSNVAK
PRMT1 FP inh – blocks human protein arginine methyltransferase 1; Q99873; recombinant PRMT1, activity-based probe fluorescence polarization; inhibition, % at 2.79 µM; 370,000 tested, 1.3% active; AID 652257;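 active = inhibition above about 21% made by adding two undisclosed values, limit read from the data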
Target sequence (Q99873 whole entry, looked up): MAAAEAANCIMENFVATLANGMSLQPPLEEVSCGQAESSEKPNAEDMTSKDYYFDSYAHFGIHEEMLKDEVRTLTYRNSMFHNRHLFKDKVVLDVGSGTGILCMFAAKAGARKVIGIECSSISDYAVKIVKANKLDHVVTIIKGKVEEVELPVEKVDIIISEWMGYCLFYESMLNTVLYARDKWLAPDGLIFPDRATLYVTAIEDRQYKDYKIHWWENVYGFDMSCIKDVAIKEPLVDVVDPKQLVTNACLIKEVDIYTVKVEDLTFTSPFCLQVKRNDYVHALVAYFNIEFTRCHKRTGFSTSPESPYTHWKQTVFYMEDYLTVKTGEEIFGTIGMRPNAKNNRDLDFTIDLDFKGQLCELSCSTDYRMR
DDE Tn6 FP inh – DD(E)-Tn6 binding inhibition, primary FP screen; AID 720509; inhibition, % at 8.3 µM; Fibrin DD(E) TRITC-Tn6 fluorescence polarization displacement; P02675; 370,000 tested, 0.21% active;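 active = inhibition above a per-campaign cutoff: mean of compounds within control limits plus 3 SD, cut at about 15% in these data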;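 note: 0% = median of all compound wells on the plate and 100% = blocking peptide control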
KLK7 zymogen act – activators of human kallikrein-7 zymogen; purified proKLK7, EDANS-DABCYL substrate fluorescence; 100% is mature enzyme control, 0% vehicle; activation, % at 7 µM; 370,000 tested, 0.9% active;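 active = activation above the mean of all tested compounds plus 3 SD, computed per campaign excluding outliers beyond control limits, cut at about 13% in these data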
* marks the source's active call; other numbers are inactive results.

SMILES	Tn7 DDE FP	TCR CD3 inh	LEDGF integ inh	UHRF1 binding	MBD2 inh	TDP2 inh	SIAE primary	PRMT1 FP inh	DDE Tn6 FP inh	KLK7 zymogen act
C[C@H](NC(=O)[C@@H]1CCCN1C(=O)[C@@H]1CCCN1C(=O)c1cccs1)c1ccccc1	-2	1	-4	2	-5	1	2	-2	-3	-0.7
O=C(C1CCN(CCCc2ccccc2)CC1)N(CCc1ccccc1)Cc1ccccc1	-6	5	2	4	-3	-8	1	-1	-3	-0.3
CCCNC(=O)C(=O)N/N=C/c1ccc(OCc2ccccc2)cc1	-5	5	-1	-3	-3	3	-4	-2	10	-0.1
CCC(=O)c1ccc(OCC(=O)OC(C)C(=O)N2CCc3ccccc32)cc1 (centres undefined)	-1	-7	-4	3	7	-13	-4	4	-4	-0.1
O=C(NCc1ccc2c(c1)OCO2)NC12CC3CC(CC(C3)C1)C2	-1	0	5	2	0	-9	-2	0	4	0.0
COc1cc(CC(=O)N2CCN(S(=O)(=O)c3ccc(C)cc3)CC2)cc(OC)c1OC	-3	3	2	-1	-4	3	-1	2	-3	0.2
CCCc1cc(=O)[nH]c(SCC(=O)Nc2ccc(C)c(S(=O)(=O)N3CCCCC3)c2)n1	-5	-2	-6	1	-1	-5	0	3	7	-0.3
CC1=C/C(=C\C=C(C#N)C#N)N(C)c2ccccc21	8	-71	-3	-8	-17	1	-198	-1	7	-0.3
Cc1ccc(C2C(C(=O)O)c3ccccc3C(=O)N2C)c(C)c1 (centres undefined)	1	-7	-2	2	-1	0	2	1	4	0.6
COCC(C)NC(=O)C1CC(=O)N(CCc2ccc(F)cc2)C1 (centres undefined)	5	-3	2	2	1	1	1	2	-4	-0.2
O=C(OCC(=O)c1ccc(Cl)cc1Cl)c1ccc2c(c1)C(=O)N(c1cccc3ncccc13)C2=O	0	-1	-3	1	-3	-2	-9	6	1	0.2
O=C(Cn1nnc(-c2ccccc2)n1)N/N=C/c1cccc([N+](=O)[O-])c1O	-2	38*	-3	1	-4	4	-1	0	5	0.5
O=C(N/N=C/c1ccccc1OCC(=O)N1CCCC1)C(=O)Nc1ccccc1F	-3	-4	-1	1	2	-14	3	0	1	-1.0
CC(C)=C(NC(=O)c1ccccc1)C(=O)N/N=C(\C)c1ccccc1O	-1	6	-4	-1	0	-10	7	-6	4	0.0
Cc1noc(C)c1CSCC(=O)OCc1nnc(-c2ccc([N+](=O)[O-])cc2)o1	2	2	7	0	1	-3	4	-3	9	0.3
COc1ccc(NC(=S)NCCCN2CCCC2)cc1	-1	-3	9	2	-4	-23	5	-9	-8	0.1
Cc1ccc(SCC(=O)NC2CCS(=O)(=O)C2)cc1C (centres undefined)	0	-1	3	3	0	0	-7	-6	-7	-0.4
CCO[C@@H]1OC(C(=O)NC2CC2)=C[C@H](c2ccc3c(c2)OCO3)[C@H]1CCCO	-2	-7	0	3	0	-5	-4	1	7	-0.4
CN(Cc1ccccc1)C(=O)c1cccc(C(=O)N(C)Cc2ccccc2)c1	-7	5	0	-2	-5	8	0	-1	5	0.0
O=C(Nc1nnc(C2=COCCO2)o1)c1ccc(Br)cc1	-2	0	1	-4	-1	11	6	1	0	0.0
Cc1cc2nc(C3CCN(Cc4nnnn4Cc4ccccc4)CC3)[nH]c2cc1C	-10	5	5	0	-1	-7	2	1	-5	0.2
C[C@]12C(=O)N(c3ccccc3)C(=O)N1[C@@H]1c3ccccc3OC[C@@H]1[C@H]2c1ccccc1	4	3	-2	1	0	-12	-3	0	-1	0.4
COc1cc(C2C(C(=O)c3ccc(C)o3)=C(O)C(=O)N2c2cc(C)on2)cc(Br)c1O (centres undefined)	-2	1	-3	0	-5	1	-1	3	-4	0.0
CCN1C(=O)[C@@H]2[C@@H](c3ccc(-c4ccc5c(c4)OCO5)c(OC)c3)N3CCCC[C@@]3(C(=O)OC)[C@@H]2C1=O	8	1	1	-2	0	-4	-1	0	-13	0.0
Cc1ccc(C)c(SCC(=O)Nc2nnc(-c3ccccc3)o2)c1	-3	-1	2	-1	1	0	1	2	0	0.6
CCCS(=O)(=O)N1CCCC(C(=O)Oc2ccc(C)c(C)c2)C1 (centres undefined)	-7	4	3	-1	-8	-4	6	-1	-2	0.1
CN(CC(=O)Nc1ccccc1Cl)C(=O)c1ccc(N2CCCCCC2)c([N+](=O)[O-])c1	-3	-1	3	0	-2	2	0	-5	5	-0.4
COc1ccccc1NS(=O)(=O)c1cc(C(=O)NCC(c2ccco2)N(C)C)ccc1C (centres undefined)	3	0	5	0	-3	5	6	-4	0	-0.2
Nc1c(Cl)cc(-c2csc(N3CCCC3c3nc4cc(Cl)c(Cl)cc4n3CCOCCO)n2)cc1Cl (centres undefined)	6	10	-4	1	-5	-9	1	2	-6	0.1
COc1ccc(C2Nc3cccc(O)c3C(=O)N2Cc2ccccc2)cc1COc1ccc(NC(C)=O)cc1 (centres undefined)	3	3	0	0	-2	0	-20	3	-6	-40
O=C(NC(=S)N1CCCCC1c1cccnc1)c1ccc(F)cc1 (centres undefined)	1	15	-2	1	-4	2	5	1	8	0.7
COc1ccc(S(=O)(=O)n2nc(OC(=O)c3c(-c4ccccc4Cl)noc3C)cc2N)cc1	-2	3	-1	-2	-6	1	2	2	-8	-0.9
CC(C)CN(C(=O)CN1CCN(c2ccc([N+](=O)[O-])cc2)CC1)c1c(N)n(CC(C)C)c(=O)[nH]c1=O	-2	6	3	-1	-3	1	8	-1	4	1.5
Cc1cc(C)cc(-n2ncc3c2CCCC3NC(=O)c2ccccc2)c1 (centres undefined)	2	-3	-2	3	6	0	0	3	4	0.0
COc1cc(NC(=O)Cc2c(C(=O)O)[nH]c3ccccc23)cc(OC)c1OC	-1	-1	2	-3	-4	6	13	0	-3	-0.3
Cc1cc(C(=O)COC(=O)C2=NN(c3ccccc3)C(=O)CC2)c(C)n1CC(F)(F)F	0	2	1	-3	-3	4	-6	3	-1	-0.7
OC(COc1ccc2cc(Br)ccc2c1)CN1CCOCC1 (centres undefined)	6	-9	2	3	6	3	2	0	-8	-0.2
N#Cc1c(N)n[nH]c1-c1cc2c([nH]1)CCCC2	3	5	1	-1	1	0	6	0	-3	-0.4
CC(C)(C)OC(=O)C(C)(C)O/N=C(\C(=O)O)c1csc(N)n1	-3	-2	5	2	-1	-16	-8	-2	-5	0.0
C1=C(c2ccco2)N2CCN=C2S1	0	2	-2	-3	-3	10	4	1	3	0.0
C=CCNC(=O)CCCCC(=O)NCC=C	3	7	2	0	2	5	3	-4	1	0.3
CCOC(=O)N1CCN(C(=O)c2cnn(-c3ccccc3)c2NC(=O)c2ccccc2F)CC1	2	0	0	-4	4	7	3	-4	-2	0.3
CCOC(=O)Nc1nc(-c2ccccc2)c(C(=O)c2ccccc2)s1	-2	1	4	2	2	-9	3	0	-8	0.3
COc1cc(OC)c(OC)cc1CNCC1COc2ccccc2O1 (centres undefined)	8	7	1	-2	0	11	6	-2	7	-0.1
COc1ccc(NC(=O)Cc2coc3cc(C)ccc23)cc1S(=O)(=O)N1CCOCC1	-2	4	3	-5	-1	-5	4	-1	5	-0.3
CC(=O)c1[nH]c(C)c(C(=O)N2CCCC(Nc3ccc(C(C)C)cc3)C2)c1C (centres undefined)	-4	-11	-3	4	2	-5	0	6	-1	-0.5
COc1ccc(CN2C(=O)C(CC(=O)NCC3CCCCC3)CC(C(=O)N(C)C)=C2C)cc1 (centres undefined)	2	7	-2	-2	1	2	-5	-2	6	-0.2
CCN1CCCC1CNC(=O)C(=O)NCCc1ccc(OC)c(OC)c1 (centres undefined)	0	-2	1	-1	-1	9	2	-3	0	-0.7

Overlap with the part before: three compounds, then new ones.
SMILES	Tn7 DDE FP	TCR CD3 inh	LEDGF integ inh	UHRF1 binding	MBD2 inh	TDP2 inh	SIAE primary	PRMT1 FP inh	DDE Tn6 FP inh	KLK7 zymogen act
CC(=O)c1[nH]c(C)c(C(=O)N2CCCC(Nc3ccc(C(C)C)cc3)C2)c1C (centres undefined)	-4	-11	-3	4	2	-5	0	6	-1	-0.5
COc1ccc(CN2C(=O)C(CC(=O)NCC3CCCCC3)CC(C(=O)N(C)C)=C2C)cc1 (centres undefined)	2	7	-2	-2	1	2	-5	-2	6	-0.2
CCN1CCCC1CNC(=O)C(=O)NCCc1ccc(OC)c(OC)c1 (centres undefined)	0	-2	1	-1	-1	9	2	-3	0	-0.7
CCOC(=O)N1CCN(c2ccccc2O)CC1	4	-5	-1	4	2	2	3	3	8	-0.3
COc1ccccc1-c1nnc(SCC(=O)N2CCCCC2)o1	-3	5	0	4	0	-9	5	6	1	0.2
O=C(N/C(=C/c1cccc([N+](=O)[O-])c1)C(=O)N1CCOCC1)c1ccc(Br)cc1	-3	-10	-4	5	-2	-6	4	1	9	0.0
CCN(CC)CCCN1C=C2C(=O)C(C)(OC(=O)C3CCCC3)C(=O)C=C2C=C1c1ccsc1 (centres undefined)	-3	-5	3	3	-3	17	7	6	3	0.3
Cc1c(OC(C)C(=O)N2C[C@H]3C[C@@H](C2)c2cccc(=O)n2C3)ccc2c3c(c(=O)oc12)CCCC3 (some centres undefined)	-5	6	0	1	6	-1	0	3	-3	-1.4
Cc1ccc(C(=O)Nc2cccc(C(F)(F)F)c2)cc1Nc1ncnc2nc[nH]c12	3	7	-1	-2	-11	-2	-44	-2	4	0.5
Cc1cccc(NC(=O)CSc2ccc(-c3ccc4c(c3)OCO4)nn2)c1C	7	6	2	27*	13	9	-4	1	-1	0.0
CCN(C(=O)COC(=O)/C=C/c1cccc([N+](=O)[O-])c1)c1ccccc1	3	-4	-6	0	8	-6	3	2	1	0.2
CNCc1cc2ccc(C)cc2[nH]c1=O	0	2	0	-2	-6	6	1	-3	5	4.8
O=C(NN=C1CCCCCCC1)c1ccccn1	1	-4	-3	0	-3	-5	2	3	-1	-0.3
CC(C)(C)c1ccc(/C=C/C(=O)N2CCc3ccccc3C2)cc1	0	-3	-1	-3	2	10	3	3	-8	-0.8
COC(=O)C1CCCN1S(=O)(=O)c1ccccc1NC(=O)c1cc(OC)c(OC)c(OC)c1 (centres undefined)	-4	5	2	-1	-1	12	6	0	3	0.8
O=C(CNC(=O)c1ccc(OC(F)F)cc1)NCC1(N2CCOCC2)CCCCC1	2	-1	-8	-2	0	2	3	-2	12	0.0
COc1ccc(CCNC(=O)[C@@H](NC(N)=O)C(C)C)cc1	-3	0	0	0	-4	11	6	1	5	-0.3
CCC(C)n1c(NC(=O)c2ccccc2)c(C#N)c2nc3ccccc3nc21 (centres undefined)	3	3	28*	8	2	77*	-16	-2	-3	-4.7
O=C(CSc1nc2ccsc2c(=O)n1Cc1ccc(C(=O)O)cc1)NCc1ccco1	5	5	2	2	0	-2	-5	2	-1	0.0

Hits appear at their usual frequency; any-hit rate near 4.6%.
